S3 lipid droplet: qHTS Assay for Lipid Storage Modulators in Drosophila S3 Cells; Drosophila S3 cells, BODIPY lipid droplet fluorescence, 18-24 h; cells fed with added oleic acid; lipid storage change, negative = inhibition, % at the top dose, mostly 46.1 µM; hits show Potency in µM; 320,000 compounds, 0.64% hits; active = well fitted inhibition curve with a large enough effect in the signal ratio, with a control signal flat, not every such curve was filed as active; inconclusive = small, poorly fitted or top-dose-only effect, or effect the other way, or a change in a side signal; the % refers to the signal ratio
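Drosophila S3 cells got compounds at several concentrations plus oleic acid (400 uM solution). Laser-scanning cytometry with 488 nm excitation read lipid droplets at 500-530 nm and cells at 575-640 nm. Percent activity was relative to 20 uM Triacsin C.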
S3 lipid droplet cell count max: second read-out of S3 lipid droplet, no call of its own (marks repeat the call); cell number change, %; measured here: cell count max response;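 cells counted by Cell Tracker Red CMTPX staining in the red channel; peak over a dose series mostly up to 46.1 µM; percent activity relative to internal control wells on each plate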
* = called active by the depositor; i = inactive; u = inconclusive; x = not tested or not shown. % is set by controls: 0 for no effect and ±100 for the full control effect; potency is the fitted concentration of half-maximal effect.

SMILES	S3 lipid droplet	S3 lipid droplet cell count max
Cc1c(NS(=O)(=O)c2ccc(NC3CCCC3)c([N+](=O)[O-])c2)c(=O)n(-c2ccccc2)n1C	u	x
CN(C)c1ccc(C(=S)N2CCN(S(=O)(=O)c3ccccc3)CC2)cc1	u	x
COc1cccc(-c2cc(C(=O)Nc3ccc([N+](=O)[O-])cn3)c3ccccc3n2)c1	u	x
Cc1ccc2cccc(OCC(=O)c3cc(C)n(Cc4ccco4)c3C)c2n1	-7%	-20
O=C(CCc1ccccc1)Nc1nc2n(n1)C(c1ccccc1)CC(=O)N2 (stereo not given)	12%	-24
C/C(=N/O)c1no[n+]([O-])c1/C(C)=N\O	u	x
COc1ccc(-c2nc(CN3CCN(c4ncccn4)CC3)c(C)o2)cc1C	-6%	-8
N#Cc1ccc(-n2nccc2-c2cnc3n(c2=O)CCS3)cc1	u	x
COc1ccc(S(=O)(=O)Nc2ccccc2C(=O)Nc2nc(-c3ccc(F)cc3)cs2)cc1OC	u	x
O=C(CCNC(=O)c1ccco1)Nc1ccc(N2CCOCC2)cc1	u	x
CCN1CCN(C(=O)C2CCCN(c3ncnc4c3nc3n4CCCCC3)C2)CC1 (stereo not given)	u	x
CCOC(=O)c1ccc(N2C(=O)C3CCCN3C2=S)cc1 (stereo not given)	1%	-6
COc1nccnc1NS(=O)(=O)c1ccc(NC(=S)NC(=O)c2cccnc2)cc1	1%	-7
COc1ccc(COC(=O)C2CCN(C(=O)c3ccc(Cl)cc3)CC2)cc1F	u	x
O=C(COc1ccccc1[N+](=O)[O-])N1CCC(Cc2ccccc2)CC1	-1%	4
CCCSc1cc(Cl)nc(N)n1	1%	7
O=C(COc1ccc(Br)cc1Cl)N1CCN(c2ccccn2)CC1	u	x
CN(C)S(=O)(=O)c1ccc(C(=O)Nc2ccc3ncccc3c2)cc1	-9%	7
CC(C)NC(=O)N(Cc1ccc(Cl)cc1)Cc1cccs1	7%	8
Cn1c(CNC2CCCCC2)nc2ccccc21	u	x
CCOC(=O)N1CCC(NC(=O)c2ccc(CS(=O)c3cccc(Cl)c3)o2)CC1 (stereo not given)	24%	-13
O=C(NCc1ccon1)C1CCC(=O)N(Cc2cccc(C(F)(F)F)c2)C1 (stereo not given)	i	x
COc1cc(CO)cc(Br)c1OCC(=O)N1CCCCC1	u	x
COc1ccc(CNC(=O)c2cccnc2)cc1	u	x
CN(CC(=O)Nc1ccc(Cl)c(C(F)(F)F)c1)C(=O)/C=C/c1cccs1	5%	0
COc1ccc(CCNC(=O)CSc2nc(C)nc3c2c(=O)n(C)c(=O)n3C)cc1OC	i	x
COc1ccccc1-c1nn2c(C(F)(F)F)nnc2s1	u	x
COc1cccc(NC(=O)N2CCN(C(=O)C(Cc3ccc(OC)c(OC)c3)NC(C)=O)CC2)c1 (stereo not given)	3%	10
CCC(Sc1nc2ccccc2[nH]1)C(=O)Nc1cc(C)on1 (stereo not given)	i	25
CSc1ccc(CN(C)C(=O)C2CCN(C(=O)Nc3ccccc3)CC2)cc1	-22%	8

3 structures from above, ordered by SMILES length, smallest number first.
SMILES	S3 lipid droplet	S3 lipid droplet cell count max
O=C(CCc1ccccc1)Nc1nc2n(n1)C(c1ccccc1)CC(=O)N2 (stereo not given)	12%	-24
O=C(COc1ccccc1[N+](=O)[O-])N1CCC(Cc2ccccc2)CC1	-1%	4
COc1ccc(CCNC(=O)CSc2nc(C)nc3c2c(=O)n(C)c(=O)n3C)cc1OC	i	x

(listing goes on)
SMILES	S3 lipid droplet	S3 lipid droplet cell count max
Cc1cc(=O)[nH]c(SCc2nc3ccccc3s2)n1	u	x
O=C(Nc1cccc(Cl)c1)C1=Cc2cc(Cl)ccc2OC1	u	x
COc1ccc(/C=C/C(=O)NCCNC(=O)c2ccccc2)cc1OC	11%	18
O=C(NCCc1ccccc1)C1CCN(C2CCN(Cc3ccc(CO)o3)CC2)CC1	u	x
CCC(=O)N1CCc2cc(S(=O)(=O)NC(C(=O)NCc3ccc(F)cc3)C(C)C)ccc21 (stereo not given)	-2%	-17
N#Cc1nc(COc2ccccc2)oc1N1CCOCC1	i	x
O=CNNC(=O)c1cccc([N+](=O)[O-])c1	-4%	0
CC(=O)Nc1ccc(-c2nnn(CC(=O)c3ccccc3)n2)cc1Cl	u	x
Fc1ccc(OCc2nc(-c3ccc(Br)o3)no2)c(F)c1	u	x
Cc1ccccc1CNC(=O)Cn1ccc2cc(S(=O)(=O)N3CCCCCC3)ccc21	u	x
Cc1cccc(NC(=O)c2snc3c(=O)[nH]cnc23)c1	u	x
CN(C)c1ccc(NC(=O)Cn2cc3c(n2)CCCC3)cc1	i	x
Cc1csc(NC(=O)CSc2nc3[nH]ncc3c(=O)[nH]2)n1	-4%	x
Cc1ccc(-n2nc3c(N4CCC(C(=O)NCc5cccc(F)c5)CC4)nnc(C)c3c2C)cc1	u	x
CCC(C)(C)NC(=O)C(c1ccccn1)N(C(=O)c1csnn1)c1ccccc1 (stereo not given)	-1%	21

One compound at a time, as listed above. Screens in order: S3 lipid droplet	S3 lipid droplet cell count max
`O=CNNC(=O)c1cccc([N+](=O)[O-])c1` is entered as -4%	0
`O=C(Nc1cccc(Cl)c1)C1=Cc2cc(Cl)ccc2OC1` is entered as u	x

(continued)
SMILES	S3 lipid droplet	S3 lipid droplet cell count max
CCCSc1nc(N2CCCC2)c2c(c1C#N)CC(C)(C)OC2	u	x
COc1ccc(NS(=O)(=O)c2cccc(C(=O)NCc3ccccc3CN3CCCC3)c2)cc1	u	x
CCOc1ccc(-c2[nH]nc3c2C(c2ccc4c(c2)OCO4)C(C#N)=C(N)O3)cc1OC (stereo not given)	u	x
O=C(NC(=O)C(F)(F)F)Nc1ccc(S(=O)(=O)Nc2nccs2)cc1	24%	10
COc1cc(C(=O)Nc2ccc(S(=O)(=O)Nc3onc(C)c3C)cc2)cc(OC)c1OC	u	x
CCS(=O)(=O)C1=NSC2=NC(=O)/C(=C\c3ccc(OC(=O)c4ccco4)cc3)C(=N)N21	u	x
CCOc1ccc(NC(=O)NC2CC(=O)N(c3ccc(OC)cc3)C2)cc1 (stereo not given)	3%	-13
O=C(CN1C(=O)NC2(CCc3ccccc32)C1=O)Nc1ccc(N2CCOCC2)cc1 (stereo not given)	i	x
Cc1ccccc1-c1cc(C(=O)Nc2sc(C(=O)OC(C)C)c(C)c2C#N)c2ccccc2n1	u	x
O=C(COC(=O)CNS(=O)(=O)/C=C/c1ccccc1)NC1CCS(=O)(=O)C1 (stereo not given)	5%	-9
Cc1ccc(OCC(=O)N2CCc3ccccc32)c([N+](=O)[O-])n1	u	x
COc1ccc(NC(=O)NC2(C(=O)N3CCN(C)CC3)CCCCC2)cc1	u	x
O=C(NC(=S)NC(CO)Cc1ccccc1)c1ccc(F)cc1 (stereo not given)	u	x
Cc1ccc(S(=O)(=O)C(C#N)=C2N(C)c3ccccc3N2C)cc1	3%	22
Nc1ccc(C(=O)C(=O)c2ccc(N)cc2)cc1	5%	-7
Cc1ccc(NC2Sc3ccccc3NC2=O)cc1 (stereo not given)	6%	1
CCOC(=O)C1=C(C)NC(=O)C1CC(=O)Nc1ccccc1 (stereo not given)	-15%	-12
O=C(COc1ccccc1Cl)Nc1ccccc1C(=O)NC1CC1	1%	13
CCS(=O)(=O)c1ncc(Cl)c(C(=O)Nc2ccccc2OC)n1	u	x
NC(=O)[C@@H]1CCCN1C(=O)c1cc(COc2ccc3c(c2)CCCC3)on1	-25%	-14
CC1CCN(C(=O)CSc2nc(=O)n3cc(Cl)ccc3n2)CC1	19%	6
Cn1c(Cc2c[nH]c3ccccc23)n[nH]c1=S	u	x
COc1ccc(/C=N/NC(=O)CC(=O)NCc2cccnc2)cc1[N+](=O)[O-]	u	x
O=C(Nc1nccs1)c1cc(-c2ccco2)nc2ccccc12	u	x
Nn1c(SCC(=O)Nc2ccc(F)cc2)nnc1-c1cccnc1	21%	x
O=S(=O)(NCCc1ccccc1)c1cccc(S(=O)(=O)N2CCOCC2)c1	u	x
Cc1ccc(CN2C(=O)CCC2C(=O)N2CCN(c3ccccc3)CC2)cc1 (stereo not given)	-2%	-2
O=S(=O)(/C=C/c1ccccc1)N1CCN(c2nc(-c3ccccc3)nc3ccccc23)CC1	u	x
COc1cccc(-c2cc(C(=O)NCCCN3CCOCC3)no2)c1	u	x
COc1ccc(/C=C/C(=O)Nc2cccc(S(=O)(=O)NC3=NCCCCC3)c2)cc1	-5%	5

Ordered by the number under S3 lipid droplet cell count max (highest first): three of the compounds above.
SMILES	S3 lipid droplet	S3 lipid droplet cell count max
CC1CCN(C(=O)CSc2nc(=O)n3cc(Cl)ccc3n2)CC1	19%	6
Cc1ccc(NC2Sc3ccccc3NC2=O)cc1 (stereo not given)	6%	1
CCOC(=O)C1=C(C)NC(=O)C1CC(=O)Nc1ccccc1 (stereo not given)	-15%	-12

Carrying on:
SMILES	S3 lipid droplet	S3 lipid droplet cell count max
Cc1c(N/C(=N/S(=O)(=O)c2cc([N+](=O)[O-])ccc2Cl)c2ccccc2)c(=O)n(-c2ccccc2)n1C	0%	-2
COc1ccc(/C=N/NC(=O)c2cccnc2)cc1CN1CCOCC1	u	x
O=C(C1=C[C@H](c2csc3ccccc23)C[C@H](OCc2ccc(CO)cc2)O1)N1CCN(Cc2ccccc2)CC1	i	-17
CCOc1ccc(N(CC(=O)N2CCN(c3ccc(F)cc3)CC2)S(=O)(=O)c2c(C)noc2C)cc1	i	1
N#Cc1ccc(S(=O)(=O)N2CCN(CC(=O)Nc3ccccc3C(=O)NC3CC3)CC2)cc1	u	x
NS(=O)(=O)c1ccc(Oc2ccc(S(N)(=O)=O)cc2)cc1	u	x
CC(=O)Nc1nonc1-c1nc2ccccc2n1CCC#N	u	x
Cc1cc(C)cc(N(CC(=O)NCc2cccnc2)S(C)(=O)=O)c1	u	x
COc1cccc(CN2CCCC(C(=O)N3CCCCC3)C2)c1 (stereo not given)	u	x
O=[N+]([O-])c1cccc(/C=N/n2c(C3CCCCC3)n[nH]c2=S)c1	u	x
O=C(O)[C@H]1CCCN1S(=O)(=O)c1cccc2cccnc12	9%	10
Cc1cc(C(=O)NCc2cccc(Cl)c2)c2ccccc2n1	21%	11
COc1ccc(/C=C(\NC(=O)c2ccc(OC)cc2)C(=O)NC(CCSC)C(=O)O)cc1 (stereo not given)	u	x
O=c1c2cccc3c2c(nn1-c1ccccc1)-c1ccccc1-3	i	x
CN1OC(Cn2cc(C#N)c(=O)n(C)c2=O)CC1c1ccccc1 (stereo not given)	3%	24
Clc1ccc(CSc2ccc(-c3cccnc3)nn2)cc1	7%	-1
O=C(NCc1ccco1)c1ccc(NS(=O)(=O)c2cccc([N+](=O)[O-])c2)cc1	-15%	-6
O=C(c1ccccc1Br)N(Cc1ccccc1)c1ccccc1	-8%	13
Cc1noc(C)c1C(=O)N1CCCC1	u	x
CC(=O)NC1CC2CCCC(C1)N2C(=O)Nc1ccccc1 (stereo not given)	-8%	-16
CC(C)(C)c1cc[n+](-c2[nH]c(=O)sc2/C=N/N=C(\[O-])c2cccnc2)cc1	u	x
Cc1ccc(C(=S)N2CCN(Cc3ccccc3)CC2)cc1	u	x
CC(C)C(c1nnnn1Cc1ccc(F)cc1)N1CCN(C2CCCCC2)CC1 (stereo not given)	u	x
Cc1csc(SCC(=O)O)n1	u	x
Oc1ccc2ccccc2c1N=Nc1ccccn1	u	x
CCOC(=O)c1nccnc1C(=O)Nc1cccc(C(F)(F)F)c1	7%	13
CCn1c(=O)cc(SCC(=O)NCc2ccccn2)c2ccccc21	-10%	x
CCCOc1ccc(N2C(=O)CC(N(C(=O)c3ccco3)c3ccc(OCCC)cc3)C2=O)cc1 (stereo not given)	4%	13
Cc1nn(-c2ccccc2)c(C)c1/C=N/n1c(-c2ccc(Cl)cc2)n[nH]c1=S	0%	3
Cc1cccc(NC(=O)CSCC(=O)NCc2cccc(C(F)(F)F)c2)c1	i	16
O=[N+]([O-])c1cc2c(c(CSc3ncccn3)c1)OCOC2	u	x
N#CC1=C(N)Oc2cc(N)ccc2C1c1ccsc1 (stereo not given)	u	x
O=C(COC(=O)C12CC3CC(CC(O)(C3)C1)C2)Nc1cccc(Br)c1	u	x
O=c1n(-c2ccccc2)c(=O)n(Cc2ccccn2)n1Cc1ccccn1	u	x
O=S(=O)([O-])C(c1ccccc1)[n+]1ccccc1 (stereo not given)	u	x
c1ccc2c(c1)ncn2CCn1cnc2ccccc21	u	x
COc1cccc(NC(=O)c2cc(=O)c3ccccc3o2)c1	u	x
CCNc1nc2[nH]c(=O)c3c(c2s1)OC(N)=C(C#N)C3c1ccc(C)cc1 (stereo not given)	-2%	4
CCN(CC#CCC(O)(c1ccccc1)C1CCCC1)C(C)C (stereo not given)	17%	-19

Screening results as filed in PubChem.

Only part of the results is shown; rates above refer to the full screens.
